# Mtb FBA inh – inhibitors of M. tuberculosis fructose-bisphosphate aldolase; P9WQA3; purified M. tuberculosis FBA, fluorescence read-out; inhibition, % at 1 µM; 360,000 tested, 2.3% active; in the data active means inhibition above about 27%;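 further: 0% = vehicle and 100% = reference inhibitor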
# UGM FP inh – Mtb UDP-galactopyranose mutase inhibition | purified UGM, fluorescence polarization probe displacement | inhibition, % at 10 µM | 320,000 tested, 0.06% active | AID 504406; in the data active means inhibition above about 10%, passing the limit was not always enough; inconclusive means no clear call, values can overlap the other calls
# Target sequence (P9WIQ1 whole entry, looked up): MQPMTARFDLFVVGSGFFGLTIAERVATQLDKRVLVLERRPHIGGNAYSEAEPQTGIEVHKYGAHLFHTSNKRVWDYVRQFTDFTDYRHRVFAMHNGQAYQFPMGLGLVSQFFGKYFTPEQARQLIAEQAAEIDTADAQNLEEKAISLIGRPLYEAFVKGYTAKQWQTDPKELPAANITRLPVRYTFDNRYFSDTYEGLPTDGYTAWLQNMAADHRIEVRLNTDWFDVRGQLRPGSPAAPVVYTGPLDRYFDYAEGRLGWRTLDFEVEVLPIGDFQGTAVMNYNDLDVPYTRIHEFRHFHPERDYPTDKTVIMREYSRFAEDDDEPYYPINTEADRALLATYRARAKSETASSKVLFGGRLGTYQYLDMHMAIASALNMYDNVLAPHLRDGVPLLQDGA
# VHR inh abs – blocks human VHR1 dual specificity phosphatase. P51452. recombinant VHR phosphatase, pNPP absorbance. AID 1654. 290,000 tested, 0.52% active. inhibition, % at 13.3 µM; in the data active means inhibition above about 50%; further: some compounds called inactive have numbers as strong as hits
# Target sequence (P51452 whole entry, looked up): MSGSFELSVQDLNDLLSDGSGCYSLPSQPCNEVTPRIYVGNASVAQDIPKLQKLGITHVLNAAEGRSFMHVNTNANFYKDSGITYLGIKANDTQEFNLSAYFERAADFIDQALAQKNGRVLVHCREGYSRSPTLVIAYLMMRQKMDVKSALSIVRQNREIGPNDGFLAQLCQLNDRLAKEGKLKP
# GDH-TPI counter – GDH-TPI coupled enzyme inhibition counter-screen; GDH-TPI coupled enzyme counterscreen, NADH absorbance; inhibition, % at 4.8 µM; 360,000 tested, 1.2% active;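 further: 0% = DMSO wells and 100% = wells lacking the enzyme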
# FadD28 FP inh – inhibitors of Mycobacterium tuberculosis FadD28 bisubstrate binding | inhibition, % at 12.5 µM | FadD28 bisubstrate probe binding, fluorescence polarization | AID 588549 | 360,000 tested, 0.22% active; in the data active means inhibition above about 8.5%, passing the limit was not always enough; inconclusive means no clear call, values can overlap the other calls
# MazF activator – MazEF (E. coli) toxin RNase activation. P0AE70. FAM/BHQ RNA-DNA oligo cleavage fluorescence, 5 h. activation, % at 20 µM. 350,000 tested, 0.32% active; in the data active means activation above about 50%
# Target sequence (P0AE70 whole entry, looked up): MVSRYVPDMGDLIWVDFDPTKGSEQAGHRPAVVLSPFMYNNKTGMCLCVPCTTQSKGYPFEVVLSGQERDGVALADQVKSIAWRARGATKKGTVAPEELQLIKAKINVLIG
# Mtb BioA inh – blocks M. tuberculosis BioA enzyme activity. purified M. tuberculosis BioA enzyme, plate reader. inhibition, % at 9.99 µM. 360,000 tested, 0.096% active. AID 602481; in the data active means inhibition above about 40%; inconclusive means no clear call, values can overlap the other calls
# BoNT-F LC inh – blocks Botulinum neurotoxin F light chain protease | 360,000 tested, 0.22% active | Multiplex microsphere protease cleavage assay, flow cytometry | AID 588497 | inhibition, % at 10 µM; in the data active means inhibition above about 35%, passing the limit was not always enough; inconclusive means no clear call, values can overlap the other calls; further: plate controls were buffer without enzyme for full effect and enzyme alone for no effect
# CCHFV vOTU inh – blocks the CCHF virus ovarian tumor domain protease | CCHFV vOTU protease, Pep-AMC fluorescence | inhibition, % at 11.5 µM | 370,000 tested, 0.55% active; further: 0% = vehicle wells with enzyme and 100% = no enzyme wells
# Rv3671c protease – Rv3671c (M. tuberculosis) protease inhibition. P9WHR9. inhibition, % at 5.96 µM. 320,000 tested, 0.048% active. AID 2606; in the data active means inhibition above about 38%;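 further: extracellular domain of Rv3671c used as enzyme; 0% = enzyme with DMSO and 100% = no enzyme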
# Target sequence (P9WHR9 whole entry, looked up, the tested form may be a part): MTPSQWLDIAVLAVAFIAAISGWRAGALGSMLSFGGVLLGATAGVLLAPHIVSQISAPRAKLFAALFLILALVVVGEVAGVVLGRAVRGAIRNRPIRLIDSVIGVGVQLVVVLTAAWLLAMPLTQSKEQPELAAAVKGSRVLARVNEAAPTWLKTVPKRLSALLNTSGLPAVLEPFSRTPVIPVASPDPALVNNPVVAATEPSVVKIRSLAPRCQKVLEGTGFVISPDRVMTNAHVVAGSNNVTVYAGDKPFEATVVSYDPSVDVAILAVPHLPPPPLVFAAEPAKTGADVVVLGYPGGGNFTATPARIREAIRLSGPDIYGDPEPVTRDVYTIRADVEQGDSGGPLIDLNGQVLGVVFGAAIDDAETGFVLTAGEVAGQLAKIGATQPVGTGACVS
# * hit, by the source's call; ? = inconclusive; . = no result given. Unless noted, no stated cut-off is given here; in the data, active means inhibition above about 30%; inactive means the rest.
# Start of the listing, in advance:
SMILES,Mtb FBA inh,UGM FP inh,VHR inh abs,GDH-TPI counter,FadD28 FP inh,MazF activator,Mtb BioA inh,BoNT-F LC inh,CCHFV vOTU inh,Rv3671c protease
C[C@H](CO)N1C[C@H](C)[C@@H](CN(C)C(=O)NC2CCCCC2)Oc2c(NS(=O)(=O)c3ccc(F)cc3)cccc2C1=O,-1,5.8,.,2,0.3,-8,-3.4,-7,3,9
Cc1ccc(-n2cc(CNCCCN3CCCC3=O)c(-c3ccc(F)cc3)n2)cc1,-2,-1.5,31,-6,-4.4,9,.,-9,5,1

# The list itself, from the first entry:
SMILES,Mtb FBA inh,UGM FP inh,VHR inh abs,GDH-TPI counter,FadD28 FP inh,MazF activator,Mtb BioA inh,BoNT-F LC inh,CCHFV vOTU inh,Rv3671c protease
C[C@H](CO)N1C[C@H](C)[C@@H](CN(C)C(=O)NC2CCCCC2)Oc2c(NS(=O)(=O)c3ccc(F)cc3)cccc2C1=O,-1,5.8,.,2,0.3,-8,-3.4,-7,3,9
Cc1ccc(-n2cc(CNCCCN3CCCC3=O)c(-c3ccc(F)cc3)n2)cc1,-2,-1.5,31,-6,-4.4,9,.,-9,5,1
Cc1ccc(-c2cc(O)cc3sc(=O)oc23)cc1C,-1,-0.6,-2,4,-10,2,.,3,10,-17
CCOC(=O)CSc1nc(CC)nc2ccccc12,-2,-2.4,17,5,-2.3,-6,.,0,-2,7
C=CCNC(=O)c1ccc(-c2nc3ccccc3nc2-c2ccccc2)cc1,9,-2.2,.,12,-1.4,9,1.4,8,2,-2
O=C(NC1CCCC1)C(c1ccccn1)N(C(=O)c1csnn1)C1CCCCC1 (stereo not given),0,-1.6,26,5,0.1,4,-2.2,-9,-3,3
CC1CCC(NC(=O)C(NC(=O)c2ccccc2)C(C)C)CC1 (stereo not given),4,-0.3,31,3,-1.7,-1,.,-4,-15,3
CCCCCCn1cc(C(=O)O)c(=O)c2cc(F)c(N3CCCCC3)cc21,4,1.8,11,15,-2.4,1,7.5,.,-24,11
Cc1ccc(O)c(CC(C)C)n1,6,-0.8,24,-3,-4.5,0,-3.1,0,-3,-3
O=C1CCCN1S(=O)(=O)c1ccccc1,5,-0.4,1,8,-1.8,29,.,2,-3,1
N/C(COc1ccccc1)=N\NS(=O)(=O)c1ccccc1,-1,-3.4,9,-7,-1.0,5,-1.3,12,2,9
Cc1c(C(=O)NCCN2CCOCC2)oc2ccc(Br)cc12,4,-1.8,.,3,-0.9,1,-0.3,16,4,-1
CN(c1ccc(OCC(=O)N2CCC(C(N)=O)CC2)cc1)S(=O)(=O)c1cccs1,-1,1.7,23,4,-1.0,10,-0.3,1,10,2
CC[C@@]1(C(=O)OC)N[C@H](CN(C)S(=O)(=O)c2ccc(C(C)(C)C)cc2)[C@@H]2C(=O)N(C)C(=O)[C@@H]21,0,.,.,-3,-2.0,3,-1.2,-1,-4,-1
Cc1ccccc1NNC(N)=S,9,3.1,36,3,-2.6,5,.,-1,7,-8
Cc1ccccc1-n1c(=S)[nH]c2nc3c(cc2c1=O)COC(C)(C)C3,1,0.6,25,12,-1.9,5,.,-2,13,2
COc1ccc(C(=O)N2CCCC(Nc3ccc(F)cc3)C2)c(OC)c1 (stereo not given),2,-1.0,11,-1,1.3,10,3.4,4,16,-5
CC(C)=CC(=O)Nc1ccccc1C(N)=O,0,-2.4,33,3,-2.5,-7,0.6,-16,-12,9
CC(=O)Nc1ccc(/C=N/N2C(C)CCCC2C)cc1 (stereo not given),-5,-1.4,-16,-8,-5.6,-2,.,3,-10,1
CCOC(=O)c1c(C)n(C)c2ccc(OCC(N)=O)cc12,5,-0.6,15,-7,-1.3,3,-0.8,-62,-4,4
O=C(Nc1ccc(N2CCCC2)c(Cl)c1)c1ccccc1F,0,.,.,14,2.2,-6,-0.6,-1,-3,.
CCOc1cc(N2CCOCC2)c(OCC)cc1NS(=O)(=O)c1ccc(Cl)s1,3,0.3,2,13,-0.6,1,0.5,-40,16,-9
CC1CCCN(C(=O)CN2C(=O)NC3(CCCCC3C)C2=O)C1 (stereo not given),-1,.,.,-9,-2.1,3,0.2,-7,-1,.
c1c(CC2CCCC2)nnn1C[C@H]1CC[C@@H]([C@@H]2CC[C@H](Cn3cc(CC4CCCC4)nn3)O2)O1,0,0.2,28,0,0.0,1,-0.7,2,1,1
CCOc1cc(C=C2C(=O)NC(=O)NC2=O)ccc1OCC(=O)N1CCOCC1,1,-0.3,-4,6,1.4,-13,-0.8,6,-5,-18
C=CCNC(=S)NNC(=O)c1ccco1,11,0.8,-5,3,-2.9,1,.,-2,-9,10
CCOc1cc(C2C(C#N)=C(N)Oc3n[nH]c(CC)c32)ccc1OCCN1CCOCC1 (stereo not given),4,1.2,26,2,-1.0,1,-0.9,16,6,1
Cc1nn(-c2ccccc2)c2c1C(c1ccc(F)cc1F)C(C#N)=C(N)O2 (stereo not given),2,-3.3,-1,-5,-0.7,1,0.6,-1,6,-11
CC1CCCN(S(=O)(=O)c2ccc(NC(=O)CN3CCCCC3)cc2)C1 (stereo not given),0,1.3,13,15,-0.5,5,-2.0,?,-11,7
Cc1c(/C(O)=C2\C(=O)C(=O)N(CCN(C)C)C2c2ccccc2)cnn1-c1ccccc1 (stereo not given),1,4.5,-8,21,0.0,-2,0.6,.,11,-2
FC(F)(F)c1cccc(N2CCN(C3CC4CCC3C4)CC2)c1 (stereo not given),2,3.1,18,-1,-0.4,-7,-1.4,-11,12,4
O=C(COc1ccc(Br)cc1CO)Nc1ccc(S(=O)(=O)N2CCCCC2)cc1,-3,0.0,.,-15,-0.9,-8,0.8,2,9,-35
N#CCN(C(=O)COC(=O)C1CC2CCCC(C1)C2=O)c1ccccc1 (stereo not given),1,0.7,.,3,0.4,-14,-1.7,15,-7,-6
CCCCC(CC)Cn1c(O)c(/C=C2\C=NN=C2c2ccccc2)sc1=S (stereo not given),1,-3.9,-7,3,-3.3,-2,-0.4,-10,18,-25
CCOc1ccc(CCNC(=O)COC(=O)c2cc(S(=O)(=O)N3CCOCC3)ccc2F)cc1OCC,0,2.7,-9,5,-2.6,0,0.6,-3,-11,.
Cc1ccc(S(=O)(=O)c2nc(S(C)(=O)=O)sc2NCc2ccc3c(c2)OCO3)cc1,-2,0.5,12,8,-3.9,-1,.,-2,-1,-12
CC(=O)Nc1ccc(S(=O)(=O)NN=Cc2ccc(Cl)c(Cl)c2)cc1,-1,.,.,14,-1.5,1,.,4,10,.
CC(=O)c1cc2c(s1)-c1cc(F)ccc1OC2,87*,-3.0,0,20,-2.4,2,.,-4,-83,1
COc1cc(C2C(C(=O)c3ccco3)=C(O)C(=O)N2c2cc(C)on2)ccc1OCc1ccccc1 (stereo not given),.,0.0,-13,.,.,.,.,.,15,-2
C=CCc1ccccc1OCCSc1nc2ccc([N+](=O)[O-])cc2s1,3,-2.0,4,15,0.3,-8,.,-7,13,-13
O=C(NCCN1CCOCC1)c1cccc(S(=O)(=O)Nc2cc(Cl)ccc2Cl)c1,0,.,.,-6,-3.1,6,0.3,.,-6,.
COC(=O)C1C2C=CC3(CN(c4cccc(C)c4)C(=O)C13)O2 (stereo not given),2,3.4,-14,11,-1.5,8,-1.4,8,7,2
C=CCOc1ccccc1CNn1c(C)n[nH]c1=S,-1,.,.,0,-2.2,-5,-0.9,4,-8,.
COCCn1cnc2c1c(=O)n(CC(=O)NC1CCCCC1)c(=O)n2Cc1ccccc1,-1,.,.,-1,-2.7,5,-0.4,-5,3,.
O=C(O)C1CCCCC1C(=O)N1CCCC1 (stereo not given),-1,-1.5,39,-9,-1.6,7,.,-15,-8,-8

# Compound profiles, from the list above. Values in the order: Mtb FBA inh, UGM FP inh, VHR inh abs, GDH-TPI counter, FadD28 FP inh, MazF activator, Mtb BioA inh, BoNT-F LC inh, CCHFV vOTU inh, Rv3671c protease
# Results for COc1cc(C2C(C(=O)c3ccco3)=C(O)C(=O)N2c2cc(C)on2)ccc1OCc1ccccc1 (stereo not given) → ., 0.0, -13, ., ., ., ., ., 15, -2
# Results for Cc1ccc(S(=O)(=O)c2nc(S(C)(=O)=O)sc2NCc2ccc3c(c2)OCO3)cc1 → -2, 0.5, 12, 8, -3.9, -1, ., -2, -1, -12
# Results for O=C(NCCN1CCOCC1)c1cccc(S(=O)(=O)Nc2cc(Cl)ccc2Cl)c1 → 0, ., ., -6, -3.1, 6, 0.3, ., -6, .
# Results for FC(F)(F)c1cccc(N2CCN(C3CC4CCC3C4)CC2)c1 (stereo not given) → 2, 3.1, 18, -1, -0.4, -7, -1.4, -11, 12, 4

# (more compounds)
SMILES,Mtb FBA inh,UGM FP inh,VHR inh abs,GDH-TPI counter,FadD28 FP inh,MazF activator,Mtb BioA inh,BoNT-F LC inh,CCHFV vOTU inh,Rv3671c protease
COc1ccc(N2CCN(C(=O)CNS(=O)(=O)c3ccc(C)c(C)c3)CC2)cc1,-1,2.3,11,10,0.7,0,-2.3,0,1,6
CN(C)CCN(C(=O)CCc1ccccc1)c1nc2c(F)cc(F)cc2s1,1,0.8,6,-4,-2.4,1,.,-2,-3,0
Cc1cc(SCC(=O)c2cccs2)n2nc(C)c(-c3ccccc3)c2n1,1,0.2,1,8,-1.5,-8,.,1,15,-4
COC(=O)C1=C(c2ccc(OC(F)(F)F)cc2)C[C@@H]2CC[C@H]1N2C(=O)NC1CCCCC1,5,1.9,.,15,-0.3,1,0.5,-2,26,-4
CC(=O)Nc1ccc(S(=O)(=O)N2CCN(C(=O)c3ncoc3-c3ccccc3)CC2)cc1,4,.,-12,13,0.6,-6,-3.8,5,-6,.
Cc1ccc(-c2nnn(C/C(N)=N/O)n2)cc1,0,0.5,-14,2,-3.4,-5,.,0,-1,1
Cc1c(NC(=O)COC(=O)c2ccc(F)c(S(=O)(=O)N3CCOCC3)c2)c(=O)n(-c2ccccc2)n1C,1,0.2,14,-4,-3.6,7,.,-5,3,-12
OCC1=C[C@@H](O)[C@@H]2C=CO[C@@H](O[C@@H]3O[C@H](CO)[C@@H](O)[C@H](O)[C@H]3O)[C@H]12,0,-0.9,.,8,-1.8,16,1.1,1,0,0
c1ccc2sc(NN=C3CCCC3)nc2c1,-1,-1.8,29,4,-1.9,-7,.,-6,-1,3
COc1cc(C(=O)NNC(=O)c2cc(C)[nH]n2)cc(OC)c1OC,5,-3.8,30,7,-0.2,3,.,-7,-2,8
Fc1ccc(Nc2nc(-c3ccncc3)cs2)cc1,1,-0.8,3,9,-0.4,7,.,-5,16,1
CCCC(=O)N(c1ccccc1)C1C=CS(=O)(=O)C1 (stereo not given),0,2.9,-10,10,1.0,-23,.,1,0,-2
O=C(c1ccc(Br)c([N+](=O)[O-])c1)N1CCN(Cc2ccccc2)CC1,3,0.5,20,8,1.2,-2,4.1,-1,20,0
COc1ccc(CC(=O)OCC(=O)c2ccc(S(=O)(=O)N3CCCCC3)cc2)cc1,3,0.5,.,2,-0.9,-7,-0.3,-2,2,-4
CCOC(=O)c1cccc(NC(=O)C2(S(=O)(=O)c3ccc(C)cc3)CC2)c1,0,-2.2,-14,7,-0.5,4,.,-8,.,4
Cc1cc(C(=O)CCl)c(C)n1-c1cccc([N+](=O)[O-])c1,1,-0.3,22,-2,0.7,4,1.2,0,2,4
CC(=O)C[C@@H](O)CC(=O)[C@@H]1OC(=O)CCCCCCc2ccccc21,-1,3.4,.,5,-0.5,-3,1.4,8,2,4
CCCNC(=O)C(NS(=O)(=O)c1cccc2nsnc12)c1ccccc1 (stereo not given),4,-2.3,49,4,-0.3,9,0.3,8,4,6
Cc1ccc(-c2nc(CN3CCCCC3CCN3CCCC3=O)c(C)o2)o1 (stereo not given),2,-1.1,-5,2,0.1,-5,-0.5,5,4,-3
CCOc1cc(/C=N/N2C(=O)NC3(CCCCC3)C2=O)cc(Br)c1O,3,2.6,26,11,0.3,0,.,1,5,-5
O=C(Nc1cccc(C(F)(F)F)c1)C1CCCN1S(=O)(=O)c1cccc2cccnc12 (stereo not given),-2,-1.8,48,-6,-6.0,-5,.,-2,10,-3
CC(C)Cc1nnc(NC(=O)CCc2c[nH]c3ccccc23)s1,1,-2.8,24,2,6.7,-6,-1.1,0,15,-8
O=C1NCN(c2ccccc2)C12CCN(C(c1ccccc1OC(F)(F)F)c1nnnn1-c1ccc3c(c1)OCCO3)CC2 (stereo not given),-4,.,.,.,-3.6,.,3.1,-5,9,.

# Screening results as filed in PubChem BioAssay.
